LGR2 inh: inhibitors of bursicon-induced LGR2 CRE-luciferase signal, primary screen, cell-based, HEK293, CRE-luciferase reporter, bursicon stimulation; Drosophila bursicon receptor LGR2 (rickets); bursicon-stimulated, 4 h; inhibition, % at 9.99 µM; 380,000 tested, 0.35% active; AID 720647, 2013;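 active = drop in luminescence signal, shown as inhibition above about 50% in the replicate tests, limit read from the data, passing the limit was not always enough; inconclusive = probably only some replicates passing the limit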;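 also: agonist challenge used bursicon conditioned medium at about half maximal strength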
EWS-Fli inh: EWS/Fli-driven NR0B1 reporter inhibitors, primary screen, A673 cells, NR0B1 luciferase, luminescence, MLPCN library; viability-normalised; inhibition, % at 12.6 µM; 350,000 tested, 0.67% active; AID 651661, 2012;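 active = mean inhibition of at least 50% after viability correction, with every replicate also passing that limit; inconclusive = mean reaches 50% but only one of two replicates passes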;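 also: firefly luciferase signal divided by Alamar Blue viability fluorescence both relative to DMSO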
FN deposit inh: inhibitors of fibronectin matrix deposition, primary screen, AH1F cells, Alexa488-fibronectin fluorescence, plate reader; AH1F fibroblasts, overnight; inhibition, % at 12.6 µM; 350,000 tested, 0.086% active;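 active = mean inhibition across replicates of 30% or more, regardless of how many single replicates reach that level; inconclusive = mean under 30% yet at least half of replicates reach 30%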;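 also: positive control wells lacked labelled fibronectin entirely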
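Assay system: AH1F fibroblast monolayer, labelled fibronectin deposition. Amount: 10000 cells per well. Also added: labelled fibronectin 24 nM. Compound: single-point pinned compound. Incubation: cell attachment 1 h, compound and FN exposure overnight. Detection: fluorescence after three HBSS washes, excitation 485 nm, emission 525 nm. Read-out: inhibition of fibronectin deposition signal.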
S100A4 MyoIIA: inhibitors of S100A4-myosin IIA peptide binding, primary screen, biochemical, fluorescence polarization, TAMRA-MyoIIA peptide | 360,000 tested, 0.14% active | inhibition, % at 10.7 µM | AID 652163, 2013;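 active = mean inhibition of at least 70% across replicates, with every replicate also reaching that level; inconclusive = mean inhibition reaches 70% but some replicates fall short; inactive = mean inhibition below 70%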
Target sequence (P26447 whole entry, looked up): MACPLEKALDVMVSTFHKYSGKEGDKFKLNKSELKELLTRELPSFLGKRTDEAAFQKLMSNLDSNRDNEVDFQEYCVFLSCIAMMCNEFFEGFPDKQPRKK
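Material: S100A4 monomer protein / Buffer or medium: 50 mM HEPES pH 7.2, 10 mM CaCl2, 100 mM KCl / Times: 5 min incubation before reading / Benchmarks: neutral control DMSO, positive control TFP / Reagent: labelled myosin peptide probe, 5 nM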
PGC1a acetyl inh: inhibitors of PGC1a acetylation signal, primary screen, cell-based, U2OS, AlphaScreen, inhibitor mode. AlphaScreen anti-acetyl-lysine; with virally co-expressed GCN5 acetyltransferase. inhibition, % at 15.6 µM. 350,000 tested, 0.17% active. AID 651687, 2012;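 active = every replicate shows inhibition of at least 40%; inconclusive = mean inhibition at least 40% but some replicate below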;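 also: 0% = neutral control wells and 100% = positive control wells; some results beyond the cut were filed as inactive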
ERAP1 inh: human ERAP1 aminopeptidase inhibitors, primary screen, biochemical, single point, plate reader. 340,000 tested, 0.15% active. recombinant ERAP1, Leu-AMC fluorescence, 60 min. Endoplasmic reticulum aminopeptidase 1 (Homo sapiens), Q9NZ08. AID 652197, 2013. inhibition, % at 10.7 µM;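 active = mean replicate inhibition of at least 30%, or all replicates individually reaching that 30% level; inactive = mean below 30% and not every replicate reaching it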;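 also: 0% = neutral control wells and 100% = L-leucinethiol positive control wells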
PAX8 reporter: inhibitors of PAX8-driven TPO luciferase reporter, primary screen, RMG-I cells, single concentration | SteadyGlo, 24 h | 360,000 tested, 1.2% active | inhibition, % at 12.6 µM;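 active = mean replicate inhibition at least 60% with every replicate also reaching 60%; inconclusive = only one of the two criteria is met; inactive = mean below 60% and not all replicates reaching 60%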;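 also: luciferase light reporting Pax8 driven TPO promoter activity; plate controls were median of neutral control wells for no effect and mitoxantrone controls for full effect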
PglD DTNB: C. jejuni PglD acetyltransferase inhibitors, primary screen, biochemical, DTNB colorimetric, single point | UDP-N-acetylbacillosamine N-acetyltransferase PglD (Campylobacter jejuni) | purified PglD enzyme, DTNB colorimetric CoA detection | inhibition, % at 12.5 µM | 360,000 tested, 0.098% active | AID 602405, 2012; in the data active = inhibition above about 16%, passing the limit was not always enough; inconclusive = no clear call, values can overlap the other calls; also: strong numbers were not always called active
An asterisk follows results filed as active; ? = inconclusive; · = no result given; & = joins results of further samples.

SMILES	LGR2 inh	EWS-Fli inh	FN deposit inh	S100A4 MyoIIA	PGC1a acetyl inh	ERAP1 inh	PAX8 reporter	PglD DTNB
CC(C)(O)c1cn([C@@H]2C[C@@H]3O[C@@H](CO)CC[C@@H]3O[C@@H]2CCc2ccc(-c3cccnc3)cc2)nn1	·	-7	·	11	4	0	-27	·
Cc1cc2c(c(=O)o1)C(C(C)C)C(C#N)=C(N)O2 (stereo unspecified)	·	·	12	·	-3	·	-17	2
CC1(C)CC(=O)C=C(NCc2ccncc2)C1	1	·	-1	·	1	·	·	-2
COCCn1c(C)cc2c(c1=O)C(c1ccccc1F)C(C#N)=C(N)O2 (stereo unspecified)	·	·	10	·	5	·	1	0
COc1ccc(CCNC(=O)CSc2ccc(-c3cccs3)nn2)cc1	-11	3	·	-1	·	3	9	·
CC(C)=C(NC(=O)c1ccccc1)C(=O)Nc1cccc(C(=O)O)c1	14	-4	-15	4	-2	-9	2	·
N#C/C(=C\c1ccc(O)c(O)c1)C(=O)NCCCc1ccccc1	9	16	-2	0&15	3	-1	10	3
CC(C)(C)OC(=O)N(CCc1ccccc1)Cc1ccccc1OCc1ccc(NC(=O)C2CCCC2)cc1	-29	-36	4	-3	7	0	28	-3
COc1ccc(S(=O)(=O)N2CCCC2C(=O)Nc2ccc(O)cc2)cc1 (stereo unspecified)	-10	-5	-34	-1	-3	·	1	6
O=S(=O)(CCN1CCN(c2ccccn2)CC1)c1ccc(F)cc1	-9	-8	-15	-6	9	2	4	0

Some of the entries so far, with each value named.
CC(C)(O)c1cn([C@@H]2C[C@@H]3O[C@@H](CO)CC[C@@H]3O[C@@H]2CCc2ccc(-c3cccnc3)cc2)nn1
- LGR2 inh: ·
- EWS-Fli inh: -7
- FN deposit inh: ·
- S100A4 MyoIIA: 11
- PGC1a acetyl inh: 4
- ERAP1 inh: 0
- PAX8 reporter: -27
- PglD DTNB: ·

Cc1cc2c(c(=O)o1)C(C(C)C)C(C#N)=C(N)O2 (stereo unspecified)
- LGR2 inh: ·
- EWS-Fli inh: ·
- FN deposit inh: 12
- S100A4 MyoIIA: ·
- PGC1a acetyl inh: -3
- ERAP1 inh: ·
- PAX8 reporter: -17
- PglD DTNB: 2

Additional structures
SMILES	LGR2 inh	EWS-Fli inh	FN deposit inh	S100A4 MyoIIA	PGC1a acetyl inh	ERAP1 inh	PAX8 reporter	PglD DTNB
O=C(CCCN1C(=O)/C(=C/c2cccc(Br)c2)SC1=S)Nc1cccnc1	17	-19	6	4	5	16	94*	-1
CN1C(=O)NC(c2ccc(O)cc2)C2=C1CN(c1cccc3ccccc13)C2=O (stereo unspecified)	13	0	4	-3	-5	4	-21	-4
CCC(=O)N1C[C@@H](C)[C@H](OC)CN(C)C(=O)c2cc(NC(=O)c3ccc(F)cc3)ccc2OC[C@H]1C	12	-4	5	30	-10	0	-22	1
Cc1ccccc1N1CCN(C(=O)C2CCC(=O)N(C3CCCC3)C2)CC1 (stereo unspecified)	2	0	-1	14	4	1	8	1
COc1ccc2c3c(n(C)c2c1)[C@@H](CO)N(C(=O)c1ccc(F)cc1)CC31CCN(C(C)=O)CC1	-3	-6	·	-20	2	1	·	·
Cc1ccc(S(=O)(=O)CCC(=O)OCc2ccc(Cl)cc2)cc1	-7	7	·	-4	·	3	2	·
COc1ccc(S(=O)(=O)N/N=c2\oc3c(OC)cccc3cc2S(=O)(=O)c2ccc(C)cc2)cc1OC	-22	9	17	2	·	-1	0	·
O=C1C=C(c2ccccc2)C[C@@H](c2ccc(Cl)cc2)C1	5	-14	0	-1	-10	-1	-1	-1
COc1ccc(NC(=O)CCCC(=O)OCC(F)(F)C(F)F)cc1	7	·	-8	·	3	·	·	-8
Cc1cc(C(=O)CN2C(=O)C(=O)N(Cc3ccccc3)C2=O)c(C)n1-c1ccc2c(c1)OCCO2	?	1	-11	-6	3	3	-15	·

New compounds follow.
Second line of a record: LGR2 inh | EWS-Fli inh | FN deposit inh | S100A4 MyoIIA | PGC1a acetyl inh | ERAP1 inh | PAX8 reporter | PglD DTNB
> CC1(NC(=O)C2CCCCC2)CCS(=O)(=O)C1 (stereo unspecified)
  6 | 2 | · | -1 | 3 | 1 | -6 | ·
> C[C@H]1CN([C@@H](C)CO)S(=O)(=O)c2ccc(C#CCN(C)C)cc2O[C@@H]1CN(C)Cc1ccc2c(c1)OCO2
  -7 | 10 | 0 | -13 | -54 | 0 | · | 4
> CCCC#Cc1ccc([C@H]2[C@@H](CO)N3C(=O)CN(S(=O)(=O)c4ccccc4C)C[C@H]23)cc1
  9 | 2 | 3 | -5 | -2 | 0 | · | ·
> O=C(COC(=O)c1ccccc1SCC(=O)N1CCCC1)Nc1ccccc1OC(F)F
  21 | 7 | 1 | -4 | -5 | 3 | 32 | 1
> CCCCCC(CC(=O)NO)C(=O)NC(C(=O)N1CCCC1CO)C(C)C (stereo unspecified)
  · | -10 | -6 | 6 | -21 | 2 | 90* | 6
> COc1ccc(C2Nc3cc(OC)ccc3-n3cccc32)cc1 (stereo unspecified)
  -27 | -12 | -15 | -4 | 1 | -3 | -14 | 5
> O=C(CCC(=O)c1cccs1)Nc1nc2ccccc2s1
  -26 | -21 | 5 | 20 | 10 | · | -20 | -2
> COc1ccc(OC)c(S(=O)(=O)Nc2cccc3ccc(O)cc23)c1
  4 | -11 | 6 | 3 | · | 2 | 43 | ·
> CCO[C@H]1OC(C(N)=O)=C[C@@H](c2coc3ccccc3c2=O)[C@@H]1CCCO
  12 | -1 | -4 | -1 | · | -1 | 5 | 1
> CCCC#Cc1cnc2c(c1)C(=O)N([C@H](C)CO)C[C@@H](C)[C@H](CN(C)C(=O)NC1CCCC1)O2
  10 | -3 | -22 | 2 | 1 | -3 | -8 | 0
> CS(=O)(=O)N(CC(=O)O)c1ccc(Oc2ccccc2)cc1
  -18 | · | 1 | · | 9 | · | · | 3
> O=S1(=O)N[C@H](Cc2ccccc2)COc2cc(N3CCC[C@H]3CO)ccc21
  -12 | -19 | 2 | -4 | · | -3 | -20 | ·
> CO[C@@H](CN(C)Cc1cc(F)ccc1F)[C@@H](C)CN(C(=O)Nc1ccc(F)cc1)[C@H](C)CO
  0 | -5 | -11 | -33 | -3 | 0 | · | 1

Structural class: those above with an aryl methoxy group (7)
Second line of a record: LGR2 inh | EWS-Fli inh | FN deposit inh | S100A4 MyoIIA | PGC1a acetyl inh | ERAP1 inh | PAX8 reporter | PglD DTNB
> COc1ccc(CCNC(=O)CSc2ccc(-c3cccs3)nn2)cc1
  -11 | 3 | · | -1 | · | 3 | 9 | ·
> COc1ccc(S(=O)(=O)N2CCCC2C(=O)Nc2ccc(O)cc2)cc1 (stereo unspecified)
  -10 | -5 | -34 | -1 | -3 | · | 1 | 6
> COc1ccc2c3c(n(C)c2c1)[C@@H](CO)N(C(=O)c1ccc(F)cc1)CC31CCN(C(C)=O)CC1
  -3 | -6 | · | -20 | 2 | 1 | · | ·
> COc1ccc(S(=O)(=O)N/N=c2\oc3c(OC)cccc3cc2S(=O)(=O)c2ccc(C)cc2)cc1OC
  -22 | 9 | 17 | 2 | · | -1 | 0 | ·
> COc1ccc(NC(=O)CCCC(=O)OCC(F)(F)C(F)F)cc1
  7 | · | -8 | · | 3 | · | · | -8
> COc1ccc(C2Nc3cc(OC)ccc3-n3cccc32)cc1 (stereo unspecified)
  -27 | -12 | -15 | -4 | 1 | -3 | -14 | 5
> COc1ccc(OC)c(S(=O)(=O)Nc2cccc3ccc(O)cc23)c1
  4 | -11 | 6 | 3 | · | 2 | 43 | ·

Screens (PubChem BioAssay)
